Rhodamine fluor: compound fluoresces in the rhodamine spectral region; Rhodamine-region fluorescence, 547/598 nm, Tris buffer; stronger effect = higher value; max dye-equivalent concentration, M; 0.05% of 59,000 active; in the data active = max dye-equivalent concentration above about 11 nM; inconclusive = between about 1.1 nM and that limit
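Compound fluorescence in 100 mM Tris, pH 8.0, read after 15 min at room temperature with 547 nm excitation and 598 nm emission. Output is dye-equivalent concentration from an on-plate rhodamine standard series.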
4MU fluor: compounds fluorescent in 4-MU spectral region; compound autofluorescence, 340/450 nm, 4-MU equivalents; stronger effect = higher value; max dye-equivalent concentration, M; 11% of 59,000 active; AID 589; in the data active = max dye-equivalent concentration above about 10 nM; inconclusive = mostly about 1.1 nM to 9.6 nM
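Compounds in 100 mM Tris, pH 8.0, sat 15 min at room temperature before fluorescence was read at 340 nm excitation/450 nm emission; a per-plate six-point 4-MU standard curve converted signals to dye-equivalent concentration at each compound concentration.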
A350 autofl: compound fluoresces in the Alexa 350 spectral region; max dye-equivalent concentration, M; Compound autofluorescence, 340/450 nm, Alexa 350 dye-equivalents; stronger effect = higher value; AID 590; 11% of 59,000 active; in the data active = max dye-equivalent concentration above about 10 nM; inconclusive = mostly about 1.1 nM to 9.6 nM
HEK293 cAMP cs: counter-screen for TSHR agonists: cAMP increase in parental HEK293; parental HEK293 CNG cAMP sensor, membrane potential fluorescence; 2.5% of 73,000 active; AID 938; Potency, µM (titrated, usually from 57.1 µM), for the others: top-dose activation, usual class: activators; note: potency is the fitted concentration of half-maximal effect; % of control where 0% means no effect; nearly all actives have a fitted effect of over 55% in size
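Counterscreen for endogenous-receptor signalling: CNG-channel HEK 293 cells report cAMP rise by membrane depolarization. After 60 min dye equilibration with 100 uM RO 20-1724, compounds incubated 30 min before bottom-read fluorescence at 590 nm.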
BRCT PPI green: blocks human BRCA1 BRCT binding to phosphopeptide, green readout. P38398. BRCA1 BRCT-phosphopeptide binding, green fluorescence polarization. Potency, µM (titrated, usually from 76.9 µM), for inactives: top-dose activity change, negative = inhibition, usual class: inhibitors. 0.05% of 75,000 active;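 note: potency is the fitted concentration of half-maximal effect; plate controls were peptide without protein for full effect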
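Compounds were incubated for 12 min at room temperature with a complex of 100 nM fluorescein-tagged pBACH1 decapeptide and 250 nM His-tagged BRCT protein. Buffer was phosphate pH 7.3 with EDTA, DTT and Tween 20. Disruption of binding lowers the polarization signal.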
Caspase-1 inhib: blocks human caspase-1 allosterically or competitively | P29466 | Caspase-1 enzyme, Ac-WEHD-AFC fluorogenic rate | Potency, µM (doses to about 57.5 µM), without a hit: at the top dose activity change, negative = inhibition, usual class: inhibitors | 0.03% of 75,000 active;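 note: potency is the fitted concentration of half-maximal effect; plate controls were vehicle for no effect and no substrate for full effect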
Target sequence (P29466 120-297 limits assumed): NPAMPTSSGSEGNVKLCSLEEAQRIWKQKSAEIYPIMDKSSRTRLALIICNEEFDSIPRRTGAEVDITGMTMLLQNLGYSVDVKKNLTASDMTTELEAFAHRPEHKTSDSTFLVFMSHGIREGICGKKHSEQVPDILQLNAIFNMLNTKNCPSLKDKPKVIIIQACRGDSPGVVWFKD
Target sequence (P29466 317-404 limits assumed): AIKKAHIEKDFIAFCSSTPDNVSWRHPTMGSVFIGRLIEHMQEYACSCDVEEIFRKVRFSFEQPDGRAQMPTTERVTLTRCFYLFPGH
USP2a inhib: blocks human ubiquitin-specific protease USP2a. USP2a enzymatic assay, qHTS inhibition. 0.1% of 60,000 active. Potency, µM (top dose mostly 38.3 µM), without a hit: at the top dose activity change, negative = inhibition, most hits filed as inhibitors;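 note: potency is the fitted concentration of half-maximal effect; nearly all actives have a fitted effect of over 60% in size; plate controls were DMSO for no effect and NEM full inhibition control for full effect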
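Inhibition is measured in a cell-free coupled assay with 20 nM USP2 core, 20 nM Ub-PLA2 and 20 uM NBD C6-HPC, 2.5 h incubation. Activity normalized to NEM control.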
Casp7 inh: caspase-7 (human) inhibition, allosteric or competitive; 0.02% of 75,000 active; P55210; recombinant caspase-7, Ac-DEVD-AFC fluorescence rate; Potency, µM (highest dose often 57.5 µM), inactives show top-dose activity change, negative = inhibition, most hits filed as inhibitors; active = well fitted inhibition curve with a large enough effect in the main read-out, with a control signal flat, not every such curve was filed as active; inconclusive = small, poorly fitted or top-dose-only effect, or a change in a side signal; note: potency is the fitted concentration of half-maximal effect; % of control where 0% means no effect
Target sequence (P55210 24-198 limits assumed): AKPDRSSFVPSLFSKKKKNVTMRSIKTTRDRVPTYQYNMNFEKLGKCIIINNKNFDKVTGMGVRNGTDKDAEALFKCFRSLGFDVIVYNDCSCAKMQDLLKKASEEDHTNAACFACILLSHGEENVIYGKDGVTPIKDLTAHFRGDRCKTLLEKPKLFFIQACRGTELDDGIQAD
Target sequence (P55210 207-303 limits assumed): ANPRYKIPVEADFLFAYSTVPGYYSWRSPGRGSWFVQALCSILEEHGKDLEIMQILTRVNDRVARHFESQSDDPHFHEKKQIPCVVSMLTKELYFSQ
Fluorescein fluor: compound fluoresces in the fluorescein spectral region | AID 593 | Compound autofluorescence, 480/540 nm, fluorescein-equivalent; stronger effect = higher value | 0.91% of 59,000 active | max fluorescein-equivalent concentration, M; in the data active = max fluorescein-equivalent concentration above about 10 nM; inconclusive = between about 1.1 nM and that limit
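In this qHTS profile, compound fluorescence was measured with a 480 nm/540 nm filter pair following a 15-min room-temperature incubation in 100 mM Tris (pH 8.0). A six-point fluorescein series on each plate served for normalization.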
BRCT inh red: disrupts BRCA1 BRCT binding to phosphoprotein, red fluorophore readout | BRCT-phosphopeptide binding, red fluorescence polarization | Potency, µM (titrated, usually from 76.9 µM), inactives show top-dose activity change, negative = inhibition, usual class: inhibitors | 0.03% of 75,000 active; note: % is set by controls: 0 for no effect and ±100 for the full control effect
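Fluorescence polarization: 100 nM His-tagged BRCA1 BRCT with 100 nM TAMRA-labelled phospho-BACH1 decapeptide, phosphate buffer pH 7.3 with 150 mM NaCl, DTT, 0.01% Tween 20; 12 min RT. Binding inhibition seen as FP decrease.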
Texas Red fluor: compound fluoresces in the Texas Red spectral region; Compound fluorescence, Texas Red channel, 547/618 nm; stronger effect = higher value; max dye-equivalent concentration, M; 0.06% of 59,000 active; AID 587; in the data active = max dye-equivalent concentration above about 10 nM; inconclusive = between about 1.1 nM and that limit
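Compound fluorescence was read after 15 min at room temperature in 100 mM Tris, pH 8.0, using 547 nm excitation and 618 nm emission across a concentration series. It was expressed as Texas Red dye-equivalent concentration from an on-plate standard curve.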
The depositor's hits bear a star; i = inactive; ? = inconclusive; . = no result given; & = joins results of further samples; [ ] = dose if it differs, or a comment. Unless noted, calls come from the whole dose curve; as a rule, active = well fitted curve in the direction sought with a large enough effect; inconclusive = small, poorly fitted or top-dose-only effect, or another doubt; inactive = no such curve, though single readings can be large; an effect the other way counts as inactive or inconclusive.

SMILES	Rhodamine fluor	4MU fluor	A350 autofl	HEK293 cAMP cs	BRCT PPI green	Caspase-1 inhib	USP2a inhib	Casp7 inh	Fluorescein fluor	BRCT inh red	Texas Red fluor
COC(=O)C/C=C\[C@@H](C)[C@@H](/C=N\OC[C@@H](O)[C@H]1O[C@H]2OC(C)(C)O[C@H]2[C@@H]1O)NS(=O)(=O)c1ccc(C)cc1	.	.	.	-3%[11.4 µM]	-0.4%[15.4 µM]	-1%[11.5 µM]	.	1%[11.5 µM]	.	-0.1%[15.4 µM]	.
c1ccc(-c2nnc(Cn3c4ccccc4c4nc5ccccc5nc43)o2)cc1	i	5.7e-08M*	5e-08M*	?	-1.0%	0%	4%	0%	?	-0.1%	i
COc1ccc(C(=O)N2CCC3(CC2)CN(C(=O)Nc2cccc(C#N)c2)C3)cc1	i	i	i	12%	-1.3%	-1%	85%[activator]	-1%	1.1e-08M*	-2.3%	i
O=C(NCCO)c1ccc2c(c1)S(=O)(=O)c1ccccc1C2=O	i	i	i	-9%	2.9%	0%	-10%	0%	i	0.5%	?
Cc1ccc(CN2C(=O)CSc3ccc(C(=O)NCCN4CCOCC4)cc32)cc1	i	i	i	23%	0.7%	1%	21%	2%	i	1.1%	?
CN(C)CCC(c1ccccc1)c1ccccn1 (stereo unspecified)	.	.	.	-3%	-1.5%[3.08 µM]	-1%&-1%	-2%	-1%&1%	.	-1.1%&0.8%	.
Cn1c(C(=O)O)cc2cc(F)ccc21	i	?	?	17%	1.8%	-1%	2%	1%	?	0.5%	?
CCOc1ccccc1-c1nc(-c2ccc(C)nc2OC)no1	i	i	i	22%	0.3%	-3%	4%	-1%	?	0.1%	?
NCCn1c(=O)c(CCc2ccccc2)nc2cncnc21	i	i	i	-4%	-2.0%	-5%	76%[activator]	-3%	i	0.7%	i
CCS(=O)(=O)CCSc1nc2c(cc1C#N)CCCC2	i	i	i	17%	3.9%	-2%	-1%	2%	?	-1.1%	i
Cc1cccc(-n2c(=O)[nH]c3c(C(N)=O)nc(-c4ccccc4Cl)nc32)c1	.	.	.	17%	0.8%	0%	.	-1%	.	-1.2%	.
Fc1cc2nc(-c3ccncc3)[nH]c2cc1F	i	i	i	1%	-1.5%	-2%	8%	0%	?	-1.7%	i
CC1CCCN(C/C(O)=C(\C#N)c2nc3ccccc3[nH]2)C1 (stereo unspecified)	i	i	i	4%	-2.8%	-1%	2%	1%	i	0.5%	i
O=C(CN1CCOCC1)N(c1ccccc1)c1ccc2ccccc2c1	i	i	i	22%	8.3%	-2%	-14%	-1%	?	1.2%	i
CC(=O)Nc1ccc(S(=O)(=O)NCCc2cc3c(C)ccc(C)c3[nH]c2=O)cc1	.	.	.	25µM*	2.7%	-1%	.	3%	.	-1.2%	.
CCCC(=O)NCCCc1nc2ccccc2[nH]1	.	.	.	4%	-4.5%	-1%	.	1%	.	-0.6%	.
O=C(Cc1ccc(Br)cc1)N1CCCCCC1	i	i	i	8%	1.3%	0%	6%	0%	i	-1.3%	i
CCc1nn(C(C)C(=O)NC(C)CCc2ccco2)c(=O)c2cc3occc3n12 (stereo unspecified)	.	.	.	?	-0.4%	0%	.	-3%	.	-1.7%	.
CCOC(=O)C1CCN(Cc2nc3ccccc3c(=O)n2-c2ccc(OCC)cc2)CC1	i	i	i	3%	-1.1%	0%	15%	0%	i	-0.6%	?
CN(C)c1ccc(-c2cncnc2NCc2ccccc2)cc1	i	i	i	-22%	-1.7%	-3%	-19%	-2%	i	-0.5%	i
COc1ccc(C2/C(=C(/O)c3ccccc3)C(=O)C(=O)N2C)cc1 (stereo unspecified)	.	.	.	-4%	-1.1%	-2%	10%	0%	.	1.3%	.
O=C(Nc1ccc(F)cc1)N(CCCN1CCOCC1)Cc1cc2cc3c(cc2[nH]c1=O)OCCO3	i	1.4e-07M*	1.3e-07M*	?	0.9%	-2%	14%	1%	i	-0.5%	?
COC1C[C@@H](O[C@@H]2C(C)C(=O)OC(C)C(C)[C@H](OC(C)=O)C(C)C(=O)[C@@]3(CO3)CC(C)C(OC3OC(C)CC(N(C)C)[C@H]3OC(C)=O)C2C)OC(C)[C@@H]1OC(C)=O (stereo partly specified)	.	.	.	.	-1.2%[3.08 µM]	1%	37%[activator]	0%	.	0.2%	.
O=C(c1ccccc1)c1cccn1CC(=O)N1CCN(C2CCCCC2)CC1	i	i	i	26%	-0.6%	3%	5%	-3%	?	1.4%	?
O=C(NCC(=O)N(c1ccc2c(c1)OCCO2)C(C(=O)NC1CCCC1)c1ccco1)c1ccco1 (stereo unspecified)	i	i	i	21%	0.9%	1%	14%	0%	?	-0.4%	?

Molecules from the list above with a furan ring, fused or not:
SMILES	Rhodamine fluor	4MU fluor	A350 autofl	HEK293 cAMP cs	BRCT PPI green	Caspase-1 inhib	USP2a inhib	Casp7 inh	Fluorescein fluor	BRCT inh red	Texas Red fluor
CCc1nn(C(C)C(=O)NC(C)CCc2ccco2)c(=O)c2cc3occc3n12 (stereo unspecified)	.	.	.	?	-0.4%	0%	.	-3%	.	-1.7%	.
O=C(NCC(=O)N(c1ccc2c(c1)OCCO2)C(C(=O)NC1CCCC1)c1ccco1)c1ccco1 (stereo unspecified)	i	i	i	21%	0.9%	1%	14%	0%	?	-0.4%	?

Other records.
SMILES	Rhodamine fluor	4MU fluor	A350 autofl	HEK293 cAMP cs	BRCT PPI green	Caspase-1 inhib	USP2a inhib	Casp7 inh	Fluorescein fluor	BRCT inh red	Texas Red fluor
O=c1[nH]c(=O)n(CCO)c2nnn(Cc3ccccc3)c12	i	i	i	13%	-3.0%	-1%	9%	2%	i	-0.9%	?
Cc1[nH]c2ccc(Br)cc2c(=O)c1CN1CCOCC1	i	?	?	5%	1.8%	1%	-3%	0%	i	-0.1%	i
COC(=O)CSc1nc(C)c(Oc2ccccc2)c(=O)[nH]1	i	i	i	.	.	.	.	.	?	.	i
CCOC(=O)c1sc2nc(N3CCCC3)c3c(c2c1N)CC(C)(C)OC3	i	5.9e-08M*	6.1e-08M*	-33%[inhibitor]	-1.1%	-8%	3%	-7%	i	-1.2%	i
Cc1cnc(CNc2cc(-c3cccc(NS(C)(=O)=O)c3)ncn2)cn1	i	i	i	13%	-2.5%	-4%	1%	-4%	?	-1.0%	i
COc1ccc(-c2nnc(SCc3ccccc3)n2N)cc1	i	i	i	?	0.7%	2%	26%	-5%	i	0.1%	?
C=CCn1c(=O)c2ccccc2n2c(SCC(=O)Nc3cc(C)on3)nnc12	i	i	i	11%	1.7%	-1%	8%	0%	?	-5.8%	i
CCOC(=O)C1=C(CSc2nncn2C)NC(=O)NC1c1cc(OCC)ccc1OCC (stereo unspecified)	i	i	i	0%	1.9%	0%	-17%	1%	?	-1.5%	i
Cc1oc2cc(O)ccc2c(=O)c1N1C(=O)c2ccccc2C1=O	.	.	.	-7%	-2.3%	0%	-2%	0%	.	1.9%	.
CCOc1ccc(N(CC(=O)Nc2ccccc2C)S(=O)(=O)c2c(C)noc2C)cc1	.	.	.	26%	-1.6%	-3%	.	-3%	.	0.2%	.
Cn1c2c(c(=O)n(C)c1=O)C(NC(=O)c1cccs1)(C(F)(F)F)C(=O)N2 (stereo unspecified)	i	i	i	.	.	.	.	.	?	.	i
O=C(CN1C(=O)CSC1=O)c1ccccc1	i	i	i	8%	-2.1%	0%	-4%	1%	i	-2.7%	i
CCCOCCOC(=O)c1[nH]c2c(c1C)C(=O)CC(c1cc(OC)ccc1OC)C2 (stereo unspecified)	.	.	.	?	0.4%	0%	.	-2%	.	-0.8%	.
C=CCn1c(=O)c2c(C)c(C)sc2n2c(Nc3ccccc3)nnc12	i	i	i	10%	-0.7%	-1%	5%	0%	i	-0.4%	?
O=c1ccc2cc(S(=O)(=O)N3CCOCC3)ccc2o1	i	i	i	1%	1.5%	0%	-5%	0%	i	-1.9%	i
Cc1ccc(S(=O)c2ccc(C)cc2)cc1	.	.	.	19%	-1.2%	-1%	-1%	-1%	.	-0.2%	.
Cc1ccc(S(=O)(=O)Cn2nnnc2C(C(C)C)N2CCN(Cc3ccco3)CC2)cc1 (stereo unspecified)	i	?	?	-2%	3.8%	2%	11%	1%	?	-2.3%	i
CC(C)(C)CC(C)(C)c1ccc(O)c(Cc2ccc(Cl)cc2Cl)c1	.	.	.	.	0.8%[3.08 µM]	?	10µM*	-4%	.	-1.2%	.
COc1cc(OC)cc(C(=O)Nc2ccc(-n3cnnn3)c(C)c2)c1	i	i	i	10%	-1.9%	-3%	9%	0%	i	-2.1%	i
Oc1ccc(Br)cc1/C=N/n1cnc2ccccc21	i	?	?	-6%	-1.3%	?	8%	?	?	1.1%	i
CCCN1CCN(CCCNC(=O)C2CCCN(c3nc4ccc(OCC)cc4s3)C2)CC1 (stereo unspecified)	i	i	i	-3%	-0.8%	1%	29%	0%	i	-2.0%	i
O=C(Cn1cnc2c(nnn2Cc2ccc(Cl)cc2)c1=O)N1CCN(c2ccccc2)CC1	.	.	.	7%	0.1%	-7%	.	-3%	.	-2.1%	.
O=C(NCCN1CCOCC1)c1ccc(Cc2nc3ccccc3[nH]2)cc1	.	.	.	-8%	-2.6%	-3%	.	0%	.	-3.1%	.
COC(=O)c1cc(Br)c(=O)n(CCC2=CCCCC2)c1	i	i	i	?	-1.5%	-4%	0%	-2%	i	0.0%	?
Cc1ccnc2c1NC(=O)c1cccnc1N2C1CC1	i	i	i	6%&5%	-1.5%&-0.4%	3%&-3%	-8%	-1%&1%	i	0.3%&-0.1%	i

Screening results (PubChem BioAssay)

These rows are one share of the data. The share of hits here may be higher or lower than overall.
